miR122 inh – miR-122 inhibition in Huh7 cells. Huh7 miR-122 Renilla luciferase sensor, 48 h; neutral wells = 0, positive control = 100. activation (reporter increase), % at 12.5 µM. 340,000 compounds, 0.3% hits;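 active = mean replicate activation score at least 90 and every replicate individually at or above 90; inconclusive = only one of the two criteria met; inactive = neither criterion met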;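 also: higher luciferase means less miR-122 activity so hits act as miR-122 inhibitors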
Casp6 inh – inhibitors of human caspase-6 | purified caspase-6, Z-VEID-R110 cleavage fluorescence | inhibition, % at 12.5 µM | P55212 | 350,000 compounds, 0.53% hits;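 active = mean inhibition across replicates at least about 35%, with every replicate also reaching that limit, limit read from the data; inconclusive = only one of the two criteria met; inactive = neither criterion met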;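 also: 0% = median of neutral control wells and 100% = no fluorescence left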
Target sequence (P55212 24-179 limits assumed): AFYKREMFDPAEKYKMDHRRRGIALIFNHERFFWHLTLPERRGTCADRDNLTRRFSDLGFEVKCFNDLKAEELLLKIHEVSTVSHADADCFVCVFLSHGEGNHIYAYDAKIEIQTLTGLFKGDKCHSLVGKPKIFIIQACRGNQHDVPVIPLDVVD
Target sequence (P55212 194-293 limits assumed): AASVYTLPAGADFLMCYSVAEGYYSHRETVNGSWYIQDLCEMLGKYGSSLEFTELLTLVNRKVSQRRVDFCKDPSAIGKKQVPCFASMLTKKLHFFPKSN
SIRT5 block – sirtuin-5 (human) deacylase inhibition | Q9NXA8 | Purified SirT5, succinyl-peptide AMC, trypsin-coupled fluorescence | inhibition, % at 15 µM | 330,000 compounds, 1.1% hits | AID 652115; in the data active = inhibition above about 15%; inconclusive = no clear call, values can overlap the other calls
Target sequence (Q9NXA8 whole entry, looked up): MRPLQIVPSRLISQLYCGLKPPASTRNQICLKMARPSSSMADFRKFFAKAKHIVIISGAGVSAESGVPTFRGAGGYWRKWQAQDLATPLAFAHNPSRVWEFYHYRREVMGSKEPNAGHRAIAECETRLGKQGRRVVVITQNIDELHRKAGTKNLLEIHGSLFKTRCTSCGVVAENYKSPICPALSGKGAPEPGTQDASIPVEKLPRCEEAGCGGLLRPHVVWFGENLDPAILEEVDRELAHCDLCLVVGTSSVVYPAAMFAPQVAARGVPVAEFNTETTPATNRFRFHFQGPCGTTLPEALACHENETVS
ERp5 block – ERp5 (human) disulfide isomerase inhibition; Q15084; ERp5 insulin aggregation, absorbance 650 nm, 90 min; inhibition, % at 9.99 µM; 350,000 compounds, 0.05% hits; AID 651711;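 active = mean replicate inhibition above about 25%, with every replicate also reaching it, limit read from the data, passing the limit was not always enough; inconclusive = only one of those two criteria met; inactive = neither criterion met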
Target sequence (Q15084 whole entry, looked up): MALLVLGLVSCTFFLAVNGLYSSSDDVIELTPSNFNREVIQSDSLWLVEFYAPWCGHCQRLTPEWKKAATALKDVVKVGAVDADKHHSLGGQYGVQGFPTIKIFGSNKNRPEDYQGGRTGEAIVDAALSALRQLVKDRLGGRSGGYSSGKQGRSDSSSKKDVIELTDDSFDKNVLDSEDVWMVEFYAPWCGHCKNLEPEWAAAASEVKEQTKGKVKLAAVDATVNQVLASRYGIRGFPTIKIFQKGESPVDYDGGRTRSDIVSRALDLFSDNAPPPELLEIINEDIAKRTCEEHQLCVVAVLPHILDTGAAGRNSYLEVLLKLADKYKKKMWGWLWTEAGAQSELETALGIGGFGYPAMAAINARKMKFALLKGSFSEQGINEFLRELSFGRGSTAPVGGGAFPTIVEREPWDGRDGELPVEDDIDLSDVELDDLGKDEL
DENV2 CPE rescue – DENV2-induced cell death inhibition. DENV2-infected cells, cytopathic effect rescue, plate reader. CPE inhibition, % at 9.99 µM. 350,000 compounds, 1.7% hits. AID 651640; in the data active = CPE inhibition above about 20%, passing the limit was not always enough; inconclusive = no clear call, values can overlap the other calls; tested in BHK-21 cells;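 also: 0% = median of neutral control wells and 100% = median of positive control wells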
F508del corr – correctors of CFTR F508del function in bronchial epithelial cells. 350,000 compounds, 0.36% hits. activity (quench increase), % at 7.58 µM. CFBE cells, YFP halide quenching; stimulated with forskolin plus potentiator P3; % fluorescence drop versus neutral controls. AID 720511;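 active = mean added fluorescence quench of at least 8% versus neutral control, with both replicates also reaching 8%; inconclusive = only one of the mean or replicate conditions met; inactive = mean below 8% and not both replicates reaching 8%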;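 also: cells transiently co-express mutant CFTR-F508del with the halide-sensitive YFP; corrector assay measuring rescue of mutant channel to the surface after 24 h compound exposure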
ERAP1 HTS inh – ERAP1 (human) enzyme inhibition; inhibition, % at 10.7 µM; Q9NZ08; 340,000 compounds, 0.15% hits; recombinant ERAP1, Leu-AMC fluorescence, 60 min; AID 652197;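 active = mean replicate inhibition of at least 30%, or all replicates individually reaching that 30% level; inactive = mean below 30% and not every replicate reaching it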;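 also: 0% = neutral control wells and 100% = L-leucinethiol positive control wells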
Numbers without * were called inactive; u = inconclusive; x = no result given; & = joins results of further samples; [ ] = remark or other dose.

SMILES	miR122 inh	Casp6 inh	SIRT5 block	ERp5 block	DENV2 CPE rescue	F508del corr	ERAP1 HTS inh
C[C@@H]1CCCCO[C@H](CN(C)S(=O)(=O)c2cccs2)[C@H](C)CN([C@@H](C)CO)C(=O)c2cc(NC(=O)Nc3ccccc3)ccc2O1	3[16.7 µM]	0	5	5	-5	3.0	1
COCCn1c(SCC(=O)NCc2ccc(OC)c(OC)c2)nc2ccccc21	x	0	-2	-2	u	1.0	9
COc1ccc(NC(=O)Nc2ccc3c(c2)C(=O)N([C@H](C)CO)C[C@H](C)[C@@H](CN(C)Cc2ccc(C(F)(F)F)cc2)OCCCC[C@@H](C)O3)cc1	-9[16.7 µM]	0	7	-11	-7	-3.9	-2
COc1ccc2sc(N(CCCN(C)C)C(=O)c3ccc(S(=O)(=O)N4CCCc5ccccc54)cc3)nc2c1	x	-12	-2	3	-10	-6.0	-4
CCc1nnc(NC(=O)CCNC(=O)c2ccccc2Cl)s1	3	-1	1	9	3	-1.4	-1
C[C@@H]1CN([C@@H](C)CO)C(=O)c2ccccc2-c2ccccc2CO[C@@H]1CN(C)Cc1cccc(F)c1	x	-3	6	-6	3	4.1	0
Cc1ccc2nc(SCC(=O)NC3CCCC3)[nH]c2c1	-6	-2	-4	4	17	0.3	-5
CCOc1cc(C=O)ccc1OCCSc1ccc(C)cc1	4	13	1	0	-2	-2.4	0
O=S(=O)(NCCc1ccccc1)c1cccs1	33	3	-5	2	1	1.6	-3
COC(=O)CNC(=O)C1CCN(S(=O)(=O)c2cnc[nH]2)CC1	0	7	0	-2	1	-0.2	4
CC(=O)c1cccc(NC(=O)c2noc3c2CCc2ccccc2-3)c1	0	-1	-2	5	22*	0.1	-4
Cn1cc(S(=O)(=O)N2CCOCC2)cc1C(=O)NCc1ccc(Cl)cc1	2	0	0	0	6	-1.7	0
Cn1nc(C(F)(F)F)c(-c2cccc(C(F)(F)F)c2)c1NC(=O)Nc1ccc(F)cc1	5	1	-4	1	-10	3.9	3
COc1cccc2c(=O)c(C(=O)NCCc3ccccc3)c[nH]c12	9	3	-8	-3	1	0.7	0
Cc1ccc(NC(=O)CNc2ccccc2N2CCCC2=O)cc1S(=O)(=O)N1CCCCC1	8	3	-1	-8	0	1.5	-2
CCCC(=O)Nc1ccc2c(c1)OC[C@H](C)N(Cc1cccc(F)c1)C[C@@H](C)[C@H](OC)CN(C)C2=O	x	-1	1	0	8	0.6	-3
O=C(COc1ccc2ccccc2c1)NCCc1ccc2c(c1)OCCO2	x	-2	0	2	-8	1.1	0
COc1ccc(C(=O)Nc2ccc(C(=O)NCCc3ccccc3)cc2)cc1	x	-4	-5	-2	-5	-4.9	0
O=C(O)CCn1cc(/C=C/C(=O)c2ccc(Cl)cc2)c(-c2ccc(Br)cc2)n1	x	8	5	-2	11	-1.4	1
O=C(C[C@H]1CC[C@@H](NS(=O)(=O)c2ccccc2)[C@H](CO)O1)N1CCN(c2ccccc2)CC1	x	0	-2	4	-8	1.2	-5

Shown bar-delimited: part of the list above
molecule | miR122 inh | Casp6 inh | SIRT5 block | ERp5 block | DENV2 CPE rescue | F508del corr | ERAP1 HTS inh
COCCn1c(SCC(=O)NCc2ccc(OC)c(OC)c2)nc2ccccc21 | x | 0 | -2 | -2 | u | 1.0 | 9
Cc1ccc2nc(SCC(=O)NC3CCCC3)[nH]c2c1 | -6 | -2 | -4 | 4 | 17 | 0.3 | -5
COc1ccc(NC(=O)Nc2ccc3c(c2)C(=O)N([C@H](C)CO)C[C@H](C)[C@@H](CN(C)Cc2ccc(C(F)(F)F)cc2)OCCCC[C@@H](C)O3)cc1 | -9[16.7 µM] | 0 | 7 | -11 | -7 | -3.9 | -2
Cc1ccc(NC(=O)CNc2ccccc2N2CCCC2=O)cc1S(=O)(=O)N1CCCCC1 | 8 | 3 | -1 | -8 | 0 | 1.5 | -2

(continued)
SMILES	miR122 inh	Casp6 inh	SIRT5 block	ERp5 block	DENV2 CPE rescue	F508del corr	ERAP1 HTS inh
Cc1ccc(S(=O)(=O)N(C)C[C@@H]2Oc3ccc(NS(=O)(=O)c4ccccc4)cc3C(=O)N([C@@H](C)CO)C[C@@H]2C)cc1	7[16.7 µM]	-2	5	4	1	-1.2	0
COCC(=O)N1C[C@@H](C)[C@H](OC)CN(C)C(=O)c2ccc(NC(=O)NC(C)C)cc2OC[C@H]1C	3[16.7 µM]	1	-8	-9	-2	-0.9	1
Cc1ccc(OC/C(=N\O)C(C)(C)C)c([N+](=O)[O-])c1	-2	-1	2	-7	8	-0.2	1
COc1ccc(C(=S)N2CCOCC2)cc1OC(=O)c1ccc([N+](=O)[O-])cc1	x	-4	-1	0	15	-1.7	-1
O=C(Nc1ccc2c(c1)OCO2)C1CC1	1	1	-2	11	-9	2.5	1
Cc1ccccc1OCCN(C#N)c1nc(N(C)C)nc(N(C)C)n1	x	5	-4	1	-9	2.4	2
COc1ccccc1-c1c(C#N)c(N)nc2c1CCC2	x	-1	x	3	-3	-1.8	-2
Cc1cc(C)cc(NC(=O)CN2C(=O)C3CC=CCC3C2=O)c1 (stereo not given)	x	3	-2	-1	18	1.9	0
COc1ccc(NS(=O)(=O)c2ccc(N)c(C(=O)O)c2)cc1	x	4	-1	-2	x	x	1
Clc1ccc(SCCOCCN2CCc3ccccc3C2)cc1	x	-11	-6	-3	-3	x	6
COCCN(CC(=O)Nc1cc(Cl)ccc1-n1cncn1)Cc1nc2ccccc2c(=O)[nH]1	x	-2	-4	5	-4	2.6	1
Cc1noc(C)c1S(=O)(=O)Nc1ccc2c(c1)C(=O)N([C@@H](C)CO)C[C@@H](C)[C@@H](CN(C)S(=O)(=O)c1cn(C)cn1)OCCCC[C@H](C)O2	-3[16.7 µM]	-5	-2	1	-3	-0.9	-3
CCOc1ccc(NC(=O)NC(C)CC)cc1 (stereo not given)	3	0	0	3	x	5.7	-1
Cc1ccc(NS(=O)(=O)c2ccc(C(=O)N3CCCCCCC3)cc2)cc1	x	3	-2	2	-2	-0.3	5
CN(C)S(=O)(=O)N1CCC(Oc2cccc(C(=O)N3CCCCCC3)c2)CC1	2	2	0	1	4	-3.9	-8
C[C@@H]1CN([C@H](C)CO)S(=O)(=O)c2ccc(-c3ccncc3)cc2O[C@H]1CN(C)C(=O)CC1CC1	-1[16.7 µM]	3	-1	-5	-4	3.1	1
CCOc1ccc(NC(=O)CCN2C(=O)c3cccc([N+](=O)[O-])c3C2=O)cc1	-2	0	-1	3	2	-2.9	1
CCC(Sc1nc2c(cnn2-c2ccccc2)c(=O)[nH]1)C(=O)OC (stereo not given)	-1	-1	-6	-9	-2	-1.1	4
O=C(C[C@H]1CC[C@@H]2[C@H](COC[C@H](O)CN2Cc2nccs2)O1)N1CCC(Cc2ccccc2)CC1	0[16.7 µM]	x	x	x	5	-1.0	x
CCCN1Cc2cccc(C(=O)Nc3cc(OC)cc(OC)c3)c2C1=O	4	3	1	-4	-4	0.2	2
CC1CCCC(NC(=O)COC(=O)COc2cccc(F)c2)C1C (stereo not given)	-8	0	x	-2	4	2.5	-1
COc1ccc(C(=O)NNC(=O)C(=O)Nc2ccc(C)c(Cl)c2)cc1	-3	-1	-3	1	1	1.8	3
Cc1[nH]c2ccc(Br)cc2c(=S)c1C/C=C/Cl	0	-2	-2	1	0	2.1	0
COc1ccc(NC2CCCN(C(=O)c3ccc4[nH]c(C)c(C)c4c3)C2)cc1 (stereo not given)	-4	6	0	0	u	0.3	1
C[C@@H]1CCCCO[C@H](CN(C)S(=O)(=O)c2ccc(Cl)cc2)[C@@H](C)CN([C@H](C)CO)C(=O)c2cc(NC(=O)Nc3ccc(F)cc3)ccc2O1	-8[16.7 µM]	-1	16*	-4	8	0.8	0
COc1cccc(-c2nc(CS(=O)(=O)CC(=O)NC3CC3)c(C)o2)c1	-1	8	-11	2	-4	0.2	3
Cc1nn(Cc2ccccc2)c(Cl)c1/C=C/C(=O)OC(C(=O)NC(N)=O)C(C)C (stereo not given)	-7	0	x	-4	-4	-1.5	x
O=C(C[C@@H]1CC[C@@H](NC(=O)CC2CC2)[C@H](CO)O1)NCc1ccc(-c2ccccc2)cc1	x	2	1	3	2	1.4	-3
CCCCOc1ccccc1/C=N/NC(=O)CC#N	x	3	-5	2	4	3.8	0
CC(C)(CNS(=O)(=O)c1ccc2ccccc2c1)N1CCOCC1	6	4	-2	-1	-2	2.0	-1
O=C(CCCN1C(=O)/C(=C\c2cccs2)SC1=S)NNC(=O)c1cccnc1	3	1	-3	6	13	0.8	1
Cc1c([N+](=O)[O-])cnc(Sc2ccccc2)c1[N+](=O)[O-]	2	1	1	-7	-1	1.4	x
CC=Cc1ccc2n(c1=O)C[C@H]1[C@H](CO)[C@@H](C(=O)NCCC)N(Cc3ccccn3)[C@@H]21 (mixture of isomers)	0[16.7 µM]	-4	-5	5	-3	-3.1	-2
COCCCNC(=O)CCC(=O)NNc1nc2ccccc2c2nc(-c3ccccc3)nn12	12	3	0	1	13	-2.3	4
O=C(CN1c2ccccc2S(=O)(=O)c2ccccc21)NCc1ccccc1	6	0	-3	1	16	-1.4	3
O=C1Nc2cc(C(F)(F)F)ccc2N2CCCCC12 (stereo not given)	14	0	-1	0	0	-0.1	-1
CCOC(=O)C1=CN(Cc2ccc(OC)cc2)C=C(C(=O)OCC)C1c1cccs1	x	-2	-1	4	-3	-3.6	7
O=C(O)c1ccc(Oc2nc3ccccc3s2)cc1	x	-2	-4	6	8	-3.5	-2
O=C(C[C@@H]1C[C@@H]2c3cc(NC(=O)c4ccc5c(c4)OCO5)ccc3O[C@@H]2[C@@H](CO)O1)NCCc1ccccc1	-1[16.7 µM]	-1	0	-2	7	-3.1	0
O=C(CN1C(=O)COc2ccc(S(=O)(=O)N3CCCC3)cc21)Nc1cccc(F)c1	x	-3	-4	-14	0	1.0	-1
COc1ccc(S(=O)(=O)N2CCCC2CNC(=O)C(=O)NCc2ccc3c(c2)OCO3)cc1 (stereo not given)	4	1	-2	4	17	2.4	3
C[C@@H]1CN([C@@H](C)CO)C(=O)Cc2cc(NC(=O)Cn3cnnn3)ccc2O[C@H]1CN(C)S(=O)(=O)c1ccc(F)cc1	2[16.7 µM]	2	0	8	1	-1.7	3
Cc1ccc(C)c(NC(=S)N(CCc2ccncc2)C(C)C)c1	3	-3	-23	-2	8	-0.7	-3
CC(C)Oc1ccc(C(=O)NCC(=O)N2CCN(S(=O)(=O)/C=C/c3ccccc3)CC2)cc1	-9	-2	-5	2	-9	3.1	1
CNC[C@H]1OCCCC[C@@H](C)Oc2ccc(NC(=O)Nc3ccc4c(c3)OCO4)cc2C(=O)N([C@H](C)CO)C[C@@H]1C	2[16.7 µM]	-1	-3	2	-1	5.1	4
C/C=C/c1ccc([C@H]2[C@@H](CO)N3C(=O)CN(Cc4ccc(C(=O)OC)cc4)C[C@H]23)cc1	x	-1	4	4	4	-0.1	1
CCC(NC(=O)c1ccncc1)c1ccccc1 (stereo not given)	2	1	-1	-5	u	0.2	-2
CCC(=O)Nc1ccc2c(c1)C(=O)N(C)C[C@H](OC)[C@H](C)CN(Cc1ccccc1F)[C@H](C)CO2	x	-1	12	-6	8	-1.5	0
C[C@H](CO)N1C[C@H](C)[C@@H](CN(C)C(=O)c2ccc(F)cc2)Oc2cc(Br)ccc2S1(=O)=O	-1	1&0	0&-5	3&-6	8&6	-0.3&-2.6	-1&-3
N=C(N)Sc1nc(N2CCCCC2)nc(N2CCCCC2)n1	-15	1	-4	3	20	-2.1	-6
O=C(Nc1ccc2c(c1)OCCO2)C1CC(c2ccc(F)cc2)=NO1 (stereo not given)	x	3	-4	0	2	2.9	-4
CCOC(=O)Cn1c(C)[n+](CC(=O)c2ccccc2)c2ccccc21	-6	-4	-3	3	-2	2.1	-2
CCNC(=O)[C@@H]1[C@@H](CO)[C@@H]2Cn3c(ccc(-c4ccccc4F)c3=O)[C@@H]2N1CC	1[16.7 µM]	1	-3	-3	-1	0.0	0
Cc1noc(C)c1NC(=O)N(C)C[C@H]1OCCCC[C@@H](C)Oc2ccc(NS(=O)(=O)c3ccc(F)cc3)cc2C(=O)N([C@@H](C)CO)C[C@@H]1C	7[16.7 µM]	0	5	-2	0	3.1	-3
COc1ccccc1C=NN=C(N)C(N)=NN=Cc1ccccc1OC	-5	1	0	2	-9	2.0	-4

Source: PubChem (Broad Institute)
